# LYPLA1 inh – counter-screen for PME1 inhibitors: inhibitors of human LYPLA1. O75608. recombinant LYPLA1, FP-Rh probe fluorescence polarization. inhibition, % at 5.9 µM. 320,000 compounds, 0.16% hits. AID 2174;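 active = inhibition above the mean of all tested compounds plus 3 SD, set per campaign, cut at about 14% in these data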;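 also: inhibitors block serine hydrolase probe labeling of LYPLA1 so polarization falls; 0% = enzyme with DMSO and 100% = wells lacking LYPLA1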
# PAD4 inh – blocks human protein arginine deiminase 4; Q9UM07; recombinant PAD4, RCA probe fluorescence polarization; inhibition, % at 6.36 µM; 330,000 compounds, 0.41% hits;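 active = percent inhibition above a cutoff equal to the mean of all tested compounds plus 3 SD, cut at about 15% in these data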;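 also: 0% = PAD4 with RCA probe and DMSO and 100% = probe without PAD4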
# LYPLA2 inh – blocks human lysophospholipase 2, a PME1 counter-screen; recombinant LYPLA2, FP-Rh probe fluorescence polarization; inhibition, % at 5.9 µM; 320,000 compounds, 0.38% hits; AID 2177;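 active = inhibition above the screen-wide mean plus 3 SD, limit set per campaign, cut at about 26% in these data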;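 also: 0% = LYPLA2 with DMSO and 100% = wells lacking LYPLA2 enzyme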
# PAFAH1B3 inh – blocks human PAF acetylhydrolase 1B catalytic subunit 3; Q15102; recombinant PAFAH1B3, FP-rhodamine probe, fluorescence polarization; inhibition, % at 3.39 µM; 340,000 compounds, 0.28% hits; AID 492972;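 active = inhibition above the screen-wide average of all tested compounds plus 3 SD, cut at about 25% in these data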;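 also: 0% = enzyme with DMSO only and 100% = wells lacking PAFAH1B3 protein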
# PAFAH2 inh – inhibitors of human PAFAH2 | recombinant PAFAH2, FP-rhodamine activity probe, fluorescence polarization | inhibition, % at 3.39 µM | AID 492956 | Q99487 | 340,000 compounds, 0.99% hits;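 active = inhibition above the mean over all tested compounds plus 3 SD, cut at about 30% in these data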;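 also: inhibitors block probe labeling of enzyme so polarization drops; 0% = enzyme with DMSO and 100% = wells lacking PAFAH2 protein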
# PAFAH1B2 FP inh – inhibitors of human PAFAH1B2; recombinant PAFAH1B2, FP-rhodamine activity probe, fluorescence polarization; 340,000 compounds, 1.2% hits; AID 492953; P68402; inhibition, % at 3.39 µM;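 active = inhibition above the mean of all tested compounds plus 3 SD, cut at about 24% in these data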;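 also: 0% = enzyme with DMSO and 100% = wells lacking PAFAH1B2; many of its hits are not listed in these tables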
# PREPL inhibitor – human PREPL enzyme inhibition; recombinant PREPL, fluorescence polarization activity-based probe; inhibition, % at 5.96 µM; 320,000 compounds, 0.68% hits; AID 2751; in the data active = inhibition above about 43%;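 also: 0% = enzyme with DMSO and 100% = wells lacking enzyme; many of its hits are not listed in these tables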
# Target sequence (Q4J6C6 whole entry, looked up): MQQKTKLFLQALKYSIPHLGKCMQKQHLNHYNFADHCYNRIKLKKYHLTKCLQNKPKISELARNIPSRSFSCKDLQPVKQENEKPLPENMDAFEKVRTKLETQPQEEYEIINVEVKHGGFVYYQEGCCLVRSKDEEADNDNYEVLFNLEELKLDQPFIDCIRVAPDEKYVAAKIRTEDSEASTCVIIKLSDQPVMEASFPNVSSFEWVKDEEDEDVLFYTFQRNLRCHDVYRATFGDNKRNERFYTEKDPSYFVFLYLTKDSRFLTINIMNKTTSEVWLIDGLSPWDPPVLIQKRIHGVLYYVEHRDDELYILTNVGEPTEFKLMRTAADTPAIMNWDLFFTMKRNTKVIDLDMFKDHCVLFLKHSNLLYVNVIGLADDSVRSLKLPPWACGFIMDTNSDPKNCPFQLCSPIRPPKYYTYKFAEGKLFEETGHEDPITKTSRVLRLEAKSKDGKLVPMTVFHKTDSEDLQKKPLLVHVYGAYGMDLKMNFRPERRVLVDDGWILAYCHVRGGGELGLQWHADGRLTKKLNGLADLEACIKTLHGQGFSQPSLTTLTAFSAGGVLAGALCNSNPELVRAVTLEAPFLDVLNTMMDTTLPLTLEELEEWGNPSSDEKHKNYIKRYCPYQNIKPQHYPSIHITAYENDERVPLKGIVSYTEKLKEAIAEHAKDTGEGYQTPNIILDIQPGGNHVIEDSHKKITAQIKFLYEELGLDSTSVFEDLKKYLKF
# pPAFAH FP inh – inhibitors of human plasma PAF acetylhydrolase (pPAFAH) | Q13093 | recombinant pPAFAH, FP-rhodamine probe fluorescence polarization | inhibition, % at 3.39 µM | 330,000 compounds, 1.5% hits | AID 463082;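 active = inhibition above the mean inhibition across the screen plus 3 SD, cut at about 25% in these data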;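 also: inhibitors block binding of the rhodamine activity-based probe so polarization drops; 0% = enzyme with DMSO and 100% = wells lacking pPAFAH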
# GSTO1 inh – counter-screen for RBBP9 inhibitors: inhibitors of human GSTO1; P78417; recombinant GSTO1, activity-based probe fluorescence polarization; inhibition, % at 5.96 µM; 300,000 compounds, 1.1% hits; AID 1974;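 active = inhibition above the campaign mean inhibition plus 3 SD, cut at about 35% in these data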;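 also: 0% = GSTO1-1 with DMSO and 100% = wells lacking GSTO1-1 enzyme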
# Target sequence (P78417 whole entry, looked up): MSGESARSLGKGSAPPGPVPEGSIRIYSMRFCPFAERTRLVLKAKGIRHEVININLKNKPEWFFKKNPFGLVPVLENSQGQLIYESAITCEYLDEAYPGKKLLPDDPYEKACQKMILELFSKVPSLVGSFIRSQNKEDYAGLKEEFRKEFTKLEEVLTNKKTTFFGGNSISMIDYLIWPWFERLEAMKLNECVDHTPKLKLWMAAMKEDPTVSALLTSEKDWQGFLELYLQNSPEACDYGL
# Active calls of the source: *; / = not tested or not shown. Only part of the results is shown; count on the stated rates, not on these rows.
SMILES,LYPLA1 inh,PAD4 inh,LYPLA2 inh,PAFAH1B3 inh,PAFAH2 inh,PAFAH1B2 FP inh,PREPL inhibitor,pPAFAH FP inh,GSTO1 inh
Cc1cccc(C)c1NC(=O)C(NC(=O)CN1C(=O)c2ccccc2C1=O)c1ccccc1 (configuration not stated),-2.4,-0.1,-3.7,-0.2,-9.5,-5.3,-3.0,-1.3,-0.6
COc1ccc(F)cc1C(=O)C1CCCN(C(=O)c2cccc(N(C)C)c2)C1 (configuration not stated),2.2,-2.4,6.9,2.6,7.5,8.7,9.5,1.1,6.8
CN1CCN(C(=S)SCC(=O)N2CCCc3ccccc32)CC1,1.9,-1.7,3.7,-6.1,3.3,2.7,18.0,4.6,-3.9
COc1cccc(-c2ccc(=O)n(CC(=O)Nc3ccc(S(=O)(=O)NCC(C)C)cc3)n2)c1,-3.2,-2.2,-8.8,/,/,/,-16.0,11.2,-11.7
NC(=O)C1(NC(=O)[C@@H]2CC3(CC(c4cccc(NC(=O)[C@@H]5CCC(=O)N5)c4)=NO3)CN2C(=O)Cc2ccc(Cl)cc2)CC1 (some centres not stated),-2.6,-1.7,0.8,6.7,2.1,5.0,-5.1,4.3,-2.3
Cc1ccccc1NC(=O)c1sc(Cl)nc1C,-0.7,-3.6,2.2,2.6,2.1,0.4,6.2,6.8,-0.2
COCC(=O)Nc1ccccc1Br,2.3,2.9,3.1,-7.3,0.9,3.5,2.3,2.8,-6.3
CC(=O)Nc1ccc(N=Cc2ccc(OCc3ccccc3)cc2)cc1,2.1,-3.8,0.3,-0.9,6.0,4.6,-5.6,5.0,2.2
N#C/C(=C\c1ccc(O)c(O)c1)C(=O)N1CCCC1,4.8,-0.7,1.1,10.9,5.2,6.6,-0.8,7.6,31.9
O=C(CSc1nccn1Cc1ccccc1)Nc1ccccc1,2.9,-3.6,2.0,5.5,-5.3,2.8,3.6,-2.5,-2.4
CC(C)(C)NC(=O)NC(=O)COC(=O)c1cccc(NS(=O)(=O)c2ccc(F)c(F)c2)c1,-40.6,-0.2,0.1,0.4,11.4,0.2,0.0,12.2,16.8
COC(=O)c1ccc(COc2ccc3c4c(c(=O)oc3c2)CCC4)o1,-5.7,3.0,-3.8,-3.5,10.9,-2.0,1.7,-2.1,8.4
O=C(c1ccco1)N1CCN(c2ncnc3scc(-c4ccccc4)c23)CC1,0.1,-2.9,3.9,5.5,4.4,3.3,-1.6,-2.8,2.4
CC(=O)Nc1cccc(NC(=O)CSc2nc(=O)n(CCN3CCOCC3)c3c2CCCC3)c1,2.2,4.8,2.9,11.3,-3.8,5.3,-6.4,2.4,-3.5
Cc1csc(=O)n1CC(=O)OCC(=O)Nc1ccc(C(N)=O)cc1,1.9,0.4,3.6,5.9,-3.0,-3.5,3.4,1.7,/
Cc1cc(C(=O)NCCN2C(=O)S/C(=C\c3cccs3)C2=O)ccc1[N+](=O)[O-],-1.1,-1.7,3.3,2.1,-5.4,-0.4,-4.6,9.1,5.5
Cc1ccc(OCC(=O)N(Cc2nnc(-c3ccccc3Cl)o2)C2CC2)cc1C,-1.7,-6.4,-0.3,3.7,-2.6,1.6,1.2,1.4,/
Cc1cccc(C(=O)NCC(=O)NC2CCN(Cc3ccccc3)CC2)c1,1.8,-1.3,3.5,13.5,0.6,-0.5,-2.0,-3.4,3.9
CS(=O)(=O)Nc1ccc(C(=O)NCc2ccc3c(c2)OCO3)cc1,3.3,1.8,10.9,12.3,-1.0,-2.0,-7.3,8.5,-3.2
Oc1ccc(-c2nc3ccccc3s2)c(O)c1,-6.4,-4.5,-11.4,8.8,-2.9,3.6,-34.1,5.6,-2.6
CN(C)CCCN(C(=O)c1ccc(S(=O)(=O)N2CCc3ccccc32)cc1)c1nc2c(Cl)cccc2s1,-2.5,4.4,-11.1,8.3,-10.0,2.3,-32.3,2.1,-4.4
O=C1CCCC/C1=C\Nc1ccccc1C(=O)O,4.4,1.1,5.3,8.7,2.2,-2.0,7.7,11.2,3.8
O=C(c1ccccc1)n1nnc2ccccc21,-3.5,2.1,-6.4,12.2,6.6,3.1,0.7,1.3,0.6
O=C(NCc1ccccc1)C1=C[C@H](c2ccc(Br)cc2)C[C@H](OCc2ccc(CO)cc2)O1,-10.0,-4.5,-16.4,-3.7,-15.5,2.5,21.4,-3.5,-7.3
CC(=O)c1ccc(N2CCN(C(=O)CN(C)S(=O)(=O)c3cnc[nH]3)CC2)cc1,0.6,-5.0,-0.3,5.2,-2.8,0.3,1.9,1.1,-3.4
COc1ccccc1Nc1nc(-c2cccs2)cs1,0.9,-6.3,8.3,13.1,25.6,10.8,3.0,8.4,6.0
O=C(OCCNc1ccc(C(F)(F)F)cc1[N+](=O)[O-])c1cc2ccccc2oc1=O,-0.1,3.4,9.4,-4.7,-1.7,8.0,9.2,-3.7,-2.0
Cc1sc(-n2cccc2)c(C(=O)O)c1C,-0.4,-2.9,0.3,1.0,9.9,-3.9,-4.5,1.9,15.0
CCOC(=O)c1nnc(-c2ccccc2)o1,2.4,-0.8,0.4,1.4,10.3,3.0,-6.1,9.1,-9.2
CCSc1nc2n(n1)C(c1cccc(F)c1)C1=C(CCCC1=O)N2 (configuration not stated),0.5,-1.1,3.1,1.0,-6.5,2.5,0.9,-3.6,3.5
CCN(CC)c1ccc(C=Nc2cccnc2Cl)c(O)c1,0.5,-2.7,-3.0,0.9,-4.8,-4.2,9.1,4.0,6.4
Cc1cc2oc(=O)cc(CN3CCN(Cc4ccccc4)CC3)c2cc1Cl,-5.2,1.7,2.7,1.8,0.7,-0.5,-10.9,5.2,2.5
O=C(c1ccccc1)N1CCN(C(=O)c2ccc3c(c2)OCCO3)CC1,1.7,-1.1,6.7,1.8,-4.0,3.7,10.6,-1.1,-5.2
O=c1[nH]cn[nH]1,-3.6,-1.5,4.8,12.8,-1.5,2.7,-2.6,2.2,7.4
CCn1ncc(N(C)N)c(Cl)c1=O,2.1,-5.5,1.3,8.8,-7.9,5.6,-3.8,1.8,8.3
Cc1ccc(N2CC(C(=O)Nc3ccccc3N3CCCC3)CC2=O)cc1 (configuration not stated),2.1,1.0,0.9,7.3,-3.5,2.8,7.8,7.5,0.6
CC(C)(CO)Nc1nc(Cl)nc(NC2CCCCC2)n1,1.3,-1.1,-3.7,7.8,0.7,9.6,3.7,2.0,4.2
Cc1ccc(NC(=O)CN(C)C(=O)CNC(=O)c2ccc3c(c2)OCO3)cc1,0.3,2.9,0.1,3.2,2.8,2.8,-4.1,-2.7,-4.4
COC(=O)c1ccc(C2C(C(C)=O)=C(C)Nc3ncnn32)cc1 (configuration not stated),1.6,-0.5,9.1,5.4,-0.2,1.5,11.7,2.8,7.3
CCOc1ccc(C(Nc2ccc(C)cc2)P2(=O)OCCC(C)O2)cc1 (configuration not stated),-4.3,-2.5,-8.4,2.9,-2.5,2.7,-0.3,1.2,3.2
COCCNC(=O)[C@@H]1CCCN1C(=O)C1CCN(S(=O)(=O)c2ccc(C)cc2)CC1,0.6,2.5,6.4,3.6,0.5,6.2,11.7,2.9,13.0
Cc1ccc(N2C(N)=C(C#N)C(c3cccs3)C3=C2CC(C)(C)CC3=O)cc1 (configuration not stated),-2.3,-4.6,-10.1,1.2,7.4,0.9,2.4,2.0,0.4
COCc1cc(=O)n2c([nH]c3ccccc32)c1C#N,-2.5,-3.8,1.2,3.4,8.2,-0.9,18.3,10.6,-16.0
CCOCC(=O)OCC(=O)Nc1cc(OC)c([N+](=O)[O-])cc1C,3.2,-1.8,3.4,12.1,7.8,2.1,5.5,3.1,7.5
CCCc1cnc(NCCNCC(O)COc2ccc(Cl)c(Cl)c2)nc1 (configuration not stated),0.1,1.5,8.9,13.8,5.3,7.3,23.6,3.5,-1.4
O=C(OCCN=C1NS(=O)(=O)c2ccccc21)c1ccccc1,-0.5,-3.7,1.1,-9.1,16.2,-1.9,1.3,4.8,-3.1
Cc1cc(C)cc(NC(=O)C2C3C=CC4(O3)C2C(=O)N(CCN2CCCCC2)C4C(=O)NC2CCCCC2)c1 (configuration not stated),-0.9,3.8,-2.4,4.4,-7.8,3.5,4.6,5.5,-1.0
Cc1cccc(N(CC(=O)NC2CCCCC2)C(=O)CCC(=O)Nc2ccccn2)c1,-1.9,2.0,2.9,/,/,/,16.0,-0.8,8.8
Cc1nc2c(=O)n(-c3cccc(C(F)(F)F)c3)nc(C)c2s1,-2.8,0.1,2.9,7.6,-1.3,-1.9,-0.7,8.5,2.4
Cc1ccc(S(=O)(=O)N2CCN(C)CC2)c(C)c1,-4.0,-2.8,6.2,6.3,-10.0,3.7,3.6,-1.6,-1.8
CCCCCOC(=O)C1=C(C)NC(=O)NC1c1ccc([N+](=O)[O-])cc1 (configuration not stated),-2.5,0.1,21.8,11.0,0.2,4.1,-6.4,5.0,-5.6
CCO[C@@H]1OC(C(=O)Nc2ccccc2)=C[C@H](c2ccccc2)[C@H]1CCCO,0.5,0.3,-1.3,3.5,-0.1,0.6,5.5,-2.4,-0.5
COCCN1C(=O)N[C@@H](c2ccc(Br)cc2)C(C(=O)OC)=C1C,-0.3,1.7,5.1,/,/,/,13.3,7.2,0.6
COc1ccccc1-c1sc2ccccc2c1-c1ccc(C(C)=O)cc1,-1.3,-0.1,1.9,2.2,0.5,0.9,11.2,3.1,2.5
CCC(C)n1ncn(-c2ccc(N3CCN(c4ccc(OC)cc4)CC3)cc2)c1=O (configuration not stated),-3.4,1.9,-7.9,7.7,5.8,-0.6,-6.5,0.5,5.2
CC(=O)Nc1ccc(NC(=O)c2ccc(NS(=O)(=O)c3cc(C(C)(C)C)cc(C)c3C)cc2)cc1,-22.4,-4.5,-30.9,-44.7,-50.0,-27.6,-7.2,-10.7,-33.9
FC(F)(F)c1ccc(/C=N/N2CCN(Cc3cccc4ccccc34)CC2)cc1,-4.7,0.2,-3.1,8.1,-2.5,1.3,3.3,0.3,2.0
CC(=O)Oc1oc(-c2ccccc2)nc1C=Nc1ccccc1,-0.3,4.7,0.6,1.1,9.7,-4.2,0.3,0.8,0.8
Nc1ncc(-c2ccc([N+](=O)[O-])cc2)cn1,-0.6,1.5,9.3,5.3,0.5,-6.2,5.8,5.6,3.6
O=C(Nc1nc2c(F)cccc2s1)C1CC1,-1.8,-4.0,-7.7,3.7,-0.2,4.4,-1.2,2.1,-2.7
# Next section
SMILES,LYPLA1 inh,PAD4 inh,LYPLA2 inh,PAFAH1B3 inh,PAFAH2 inh,PAFAH1B2 FP inh,PREPL inhibitor,pPAFAH FP inh,GSTO1 inh
COc1cc(N/N=C(\C)c2ccc(O)c(C)c2)nc(-c2ccccc2)n1,-9.4,-4.8,-6.7,9.0,12.3,1.6,3.6,8.1,-1.8
COC(=O)c1cccc(NC(=O)/C(=C\c2ccccc2)NC(=O)c2ccccc2Cl)c1,-3.7,-7.7,-1.5,0.3,11.1,0.9,-2.8,5.5,-3.6
CC(=O)c1sc(N/N=C\c2ccc(N(C)C)cc2)nc1C,-2.7,-0.7,-0.8,2.0,7.5,3.7,8.9,9.3,4.9
COC(=O)Cc1c(C)c2ccc(OC3CCCCC3=O)c(C)c2oc1=O (configuration not stated),1.8,3.1,12.2,-7.0,1.2,-3.3,-5.0,6.0,5.0
